Assay outcomes deposited in PubChem BioAssay by several laboratories.
ABHD5-PLIN5 inh: inhibitors of human ABHD5-perilipin-5 interaction; Q00G26+Q8WTS1; Split G. princeps luciferase complementation, luminescence, 4 h; inhibition, % at 4 µM; 0.78% of 360,000 active; AID 602281;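 active means inhibition above the mean inhibition across every tested compound plus 3 SD, cut at about 22% in these data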;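 further: 0% = DMSO only wells and the 100% control is not disclosed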
Target sequence (Q00G26 whole entry, looked up): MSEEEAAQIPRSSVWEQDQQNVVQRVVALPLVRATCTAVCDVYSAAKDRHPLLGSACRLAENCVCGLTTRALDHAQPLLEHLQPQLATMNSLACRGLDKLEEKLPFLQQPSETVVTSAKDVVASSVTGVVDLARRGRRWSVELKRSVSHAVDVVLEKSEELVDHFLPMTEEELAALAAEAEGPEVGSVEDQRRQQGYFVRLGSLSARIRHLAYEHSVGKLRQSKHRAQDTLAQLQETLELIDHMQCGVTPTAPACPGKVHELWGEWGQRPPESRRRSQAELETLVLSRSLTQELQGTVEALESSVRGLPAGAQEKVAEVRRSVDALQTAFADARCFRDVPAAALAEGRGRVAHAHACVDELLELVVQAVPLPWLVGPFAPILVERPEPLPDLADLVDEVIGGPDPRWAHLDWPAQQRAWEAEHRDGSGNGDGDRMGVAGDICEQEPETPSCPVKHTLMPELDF
Target sequence (Q8WTS1 whole entry, looked up): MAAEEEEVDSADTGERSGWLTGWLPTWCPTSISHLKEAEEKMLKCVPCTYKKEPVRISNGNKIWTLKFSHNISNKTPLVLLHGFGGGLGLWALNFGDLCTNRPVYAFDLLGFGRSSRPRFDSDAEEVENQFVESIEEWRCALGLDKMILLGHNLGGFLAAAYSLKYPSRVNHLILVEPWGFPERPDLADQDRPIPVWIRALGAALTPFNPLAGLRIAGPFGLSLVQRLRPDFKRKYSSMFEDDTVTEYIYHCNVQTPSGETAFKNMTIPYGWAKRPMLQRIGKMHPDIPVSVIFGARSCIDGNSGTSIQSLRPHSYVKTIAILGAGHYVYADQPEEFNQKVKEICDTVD
TLR9-MyD88 inh: inhibitors of human TLR9-MyD88 binding; inhibition, % at 4.98 µM; 0.21% of 340,000 active; Q9NR96+Q99836; AID 504734; CHO BLA complementation TLR9-MyD88, CCF4 FRET ratio;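 active means inhibition above the mean over all tested compounds plus 3 SD, cut at about 21% in these data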;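 further: 0% = DMSO only wells and 100% = clavulanate BLA inhibitor control wells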
MC4R barr agon: agonists of human melanocortin 4 receptor (MC4R) beta-arrestin; P32245; U2OS MC4R beta-arrestin complementation, luminescence; percent of melanotan II response, DMSO zero; activation, % at 8.9 µM; 0.98% of 360,000 active;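 active means activation above a per-plate cutoff, the mean activation of sample wells on that plate plus 3 SD, cut at about 8% in these data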
Vif imaging: blocks HIV Vif function. inhibition, % at 7.49 µM. 0.35% of 340,000 active. HEK293T cells, Vif self-association by quenched fluorescence, imaging, 24 h; in the data active means inhibition above about 50%, passing the limit was not always enough; inconclusive means no clear call, values can overlap the other calls; inactive means below about 31%; further: some results filed as inactive read as strong as hits
aDG glyco act: alpha-DG glycosylation activation. 0.22% of 360,000 active. Pro5-aDG cells, alpha-DG glycosylation AlphaScreen (IIH6); 0% Pro5, 100% B10-LARGE cell signal. AID 624168. activation, % at 10 µM;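 active means activation of at least 8% versus controls, or a plate z-score of at least 8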;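 further: Pro5 are CHO cells carrying HIG-tagged alpha-DG that lacks glycosylation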
NOD2 RIPK2 PPI: blocks binding of human NOD2 to RIPK2. CHO BLA complementation NOD2-RIPK2, CCF4 ratio. inhibition, % at 4.98 µM. 0.38% of 360,000 active. O43353; in the data active means inhibition above about 21%;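 further: 0% = vehicle only and 100% = reference blocker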
ABCB6 inh MLPCN: inhibitors of human ABC transporter ABCB6; fluorescence ratio to DMSO, % at 10 µM; K562-ABCB6 porphyrin accumulation, flow cytometry, 1 h; hits give low values; Q9NP58; AID 602162; 0.19% of 360,000 active;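 active means fluorescence ratio to DMSO below 75%, the collection mean minus 3 SD; inconclusive means too few cells collected in the well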;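 further: signal is porphyrin accumulated inside mitochondria; 100% equals median channel fluorescence of DMSO control wells; lower ratio means ABCB6 inhibition with less porphyrin fluorescence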
Exocytosis inh: blocks lytic granule exocytosis | TALL-104 LAMP-1 surface exposure, flow cytometry; cells stimulated with thapsigargin and PMA | inhibition, % at 10 µM | 0.66% of 360,000 active | AID 651702;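 active means inhibition above about 55%, limit read from the data; inconclusive means no clear call, values can overlap the other calls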
MC4R antagonist: human MC4R antagonism in cAMP assay | inhibition, % at 6.5 µM | 0.48% of 360,000 active | MC4R-expressing cells, MTII-stimulated cAMP, LANCE TR-FRET;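 active means inhibition above its plate's cutoff, the mean of tested wells on that plate plus 3 SD, cut at about 29% in these data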;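 further: 0% = Melanotan II alone and 100% = Melanotan II plus saturating MCL0020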
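Assay system: U2OS-MC4R stable cell line; Also added: Melanotan II; Technique: Eu-cAMP/anti-cAMP TR-FRET, emission 671 nm; Times: 30-min compound, 1-h challenge, 1-h detection, room temperature.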
N-glyco inh: blocks N-linked glycosylation in D54 reporter cells; D54 ERlucT glycosylation luciferase reporter, 24 h; percent of 100 nM tunicamycin response; reporter increase, % at 12.5 µM; 0.23% of 360,000 active; AID 588692;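 active means mean luciferase reporter signal, scaled so untreated is 0 and the glycosylation-blocking control 100, at or above a set limit in every replicate; inconclusive means mean reaches the limit but not every replicate does; inactive means mean below the limit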;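 further: luciferase carries N-glycosylation sites so blocking glycosylation raises the light; 0% = median of neutral control wells and 100% = median of 100 nM tunicamycin wells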
An asterisk follows results filed as active; ? = inconclusive; · = no result given.

Molecule | ABHD5-PLIN5 inh | TLR9-MyD88 inh | MC4R barr agon | Vif imaging | aDG glyco act | NOD2 RIPK2 PPI | ABCB6 inh MLPCN | Exocytosis inh | MC4R antagonist | N-glyco inh
Cc1nnc(SCC2=C(C(=O)O)N3C(=O)C(NC(=O)Cn4ncc(Cl)c4C)C3SC2)s1 (configuration not stated) | 8 | 11 | -3.2 | 4 | 0.0 | -3 | 97 | 5 | -2 | 2
CC(=O)c1cc(C#N)c(N2CCCC2)nc1C | 1 | -9 | -2.0 | -1 | -0.1 | -4 | 106 | -3 | -8 | 0
Cc1ccc(CNC(=O)c2ccc(N3CCC4(CC3)CC(c3cccc(Br)c3)=NO4)c(NC(=O)c3ccccc3)c2)cc1 | 8 | -3 | 0.7 | · | -0.2 | 6 | 95 | 0 | 8 | -2
CCc1ccc(CN(C)C(=O)c2cc(S(=O)(=O)N3CCOCC3)ccc2N2CCCC2)cc1 | -3 | -10 | -2.6 | · | -0.2 | -3 | 93 | 7 | 1 | -2
CC(C)(C)NC(=O)CN(CCN1CCOCC1)C(=O)CNS(=O)(=O)c1ccc(Cl)cc1 | -6 | -1 | -0.7 | 17 | -0.1 | -1 | 97 | 0 | 4 | 0
COc1cccc(/C=C/C(=O)OCC(=O)NCc2ccco2)c1OC | 1 | 3 | 0.9 | -3 | 0.4 | -17 | 100 | -1 | 9 | -1
O=C(/C=C/c1ccccc1)OCN1C(=O)c2ccccc2C1=O | -1 | 2 | -1.3 | 1 | -0.1 | -3 | 97 | -8 | 1 | 4
O=C(Nc1ccc(F)cc1F)N1CCCC(c2nc(-c3ccc(F)cc3)no2)C1 (configuration not stated) | 5 | 3 | 2.7 | 2 | 0.6 | 11 | 102 | 12 | -4 | -2
COc1ccc(CCN(C)C(=O)CCc2nnc(-c3ccccc3)o2)cc1OC | 1 | -1 | -0.2 | -6 | 0.2 | 7 | 98 | -1 | 3 | -4
Cc1ccc(-c2nc(C(=O)NC3CCCCCC3)no2)cc1 | -7 | 1 | 1.0 | -5 | 0.0 | -2 | 105 | 0 | -4 | 0
Cc1ccsc1C(=O)OCC(=O)Nc1cccc(F)c1 | 12 | -2 | -3.2 | 8 | 0.0 | 0 | 93 | -11 | 3 | 0
CCOC(=O)N1CCC(NC(=O)c2ccc(CS(=O)(=O)c3c(Cl)cccc3Cl)o2)CC1 | -9 | -1 | -0.4 | 7 | -0.2 | 4 | 101 | 3 | 2 | -2
COCCC(=O)N1CCC(n2nccc2NC(=O)c2ccccc2C)CC1 | 4 | -6 | -2.8 | -2 | 0.3 | -7 | 99 | 0 | 2 | 3
COC(=O)C(CCCCN1C(=O)C2C3C=CC(C3)C2C1=O)N1C(=O)C2C3C=CC(C3)C2C1=O (configuration not stated) | -2 | 1 | 0.7 | -1 | 0.1 | 3 | 90 | 0 | 8 | 1
COc1ccc(C2/C=C\CN(C(=O)C3CCCC3)[C@H](Cc3ccccc3)C(=O)N2Cc2ccc(F)cc2)cc1 (some centres not stated) | 7 | 2 | -0.2 | · | 0.6 | 0 | 96 | -4 | 8 | -7

The results go on:
Molecule | ABHD5-PLIN5 inh | TLR9-MyD88 inh | MC4R barr agon | Vif imaging | aDG glyco act | NOD2 RIPK2 PPI | ABCB6 inh MLPCN | Exocytosis inh | MC4R antagonist | N-glyco inh
CSc1ccc(CN2C(=O)C(C)ON=C2c2ccccc2F)cc1 (configuration not stated) | -8 | · | 2.7 | -2 | -0.1 | -12 | 98 | -4 | 10 | -1
COc1ccccc1C1/C(=C(/O)c2ccc(C)cc2)C(=O)C(=O)N1CCN1CCOCC1 (configuration not stated) | -4 | -1 | -2.7 | 0 | 0.0 | -6 | 98 | -2 | -3 | 1
COCCSc1ccccc1C(=O)Nc1nncs1 | -6 | -17 | 2.3 | 1 | 0.0 | 8 | 92 | -2 | 3 | 2
N#CCSc1nnc(CNc2cccc(Cl)c2)o1 | 3 | -5 | -1.6 | 4 | 0.2 | 4 | 105 | 3 | -6 | 0
Cc1ccc(NC(=O)CCSCCC(=O)Nc2ccc(C)c(C)c2)cc1C | -8 | 0 | 1.0 | · | -0.2 | -4 | 99 | 2 | 6 | -1
CC(C)(C)Sc1ccc2nc3c(n2c1)CCCC3 | -3 | 7 | -2.1 | 3 | 0.5 | 5 | 96 | -1 | 9 | -10
COc1ccc(C(=O)NCC(=O)N2CCNC(=O)C2)cc1OC | 5 | -1 | -2.4 | 6 | -0.2 | 1 | 157 | -12 | 5 | 3
O=C(Nc1ccc2c(c1)COC2=O)c1ccc(Cl)c(Cl)c1 | 0 | 7 | 0.5 | -6 | 0.1 | 0 | 99 | -2 | 8 | -4
Cc1nn(Cc2ccccc2Cl)c(C)c1NC(=O)C1C2CCC(O2)C1C(=O)O (configuration not stated) | 1 | -2 | -1.6 | 2 | -0.3 | 2 | 116 | 0 | 4 | 0
Cn1c(=O)n(Cc2ccccc2)c(=O)c2c1nc(NCC1CCCO1)n2Cc1ccccc1 (configuration not stated) | -1 | -4 | -2.0 | 4 | 0.0 | 8 | 97 | 0 | 4 | -1
c1ccc2c(c1)Oc1ccccc1S2 | 0 | -3 | 3.9 | 8 | 0.1 | -9 | 101 | -1 | 5 | 1
O=C(NCc1ccco1)C(c1ccccc1F)N(Cc1cccnc1)C(=O)Cn1nnc2ccccc21 (configuration not stated) | 3 | -3 | -0.3 | 38 | -0.1 | -3 | 104 | 0 | 4 | 2
O=C(C(=O)N1CCN(c2ccccc2)CC1)c1ccccc1 | 4 | · | · | · | 0.4 | -9 | · | -1 | · | ·
CC(C)(C)C(=O)Nc1ccc(-c2cnco2)cc1 | -2 | 5 | 0.5 | 15 | 0.0 | -4 | 100 | -4 | 4 | -1
Cc1ccc(NC(=O)CN(C)C(=O)CSc2nnc(C)s2)cc1 | 0 | -1 | -1.9 | ? | 0.0 | 3 | 105 | 26 | 10 | -1

Remaining list, next part.
Molecule | ABHD5-PLIN5 inh | TLR9-MyD88 inh | MC4R barr agon | Vif imaging | aDG glyco act | NOD2 RIPK2 PPI | ABCB6 inh MLPCN | Exocytosis inh | MC4R antagonist | N-glyco inh
COC(=O)[C@H](CCSC)NC(=O)Nc1cccc(C)c1C | -7 | -1 | 0.1 | 9 | 0.1 | -3 | 98 | 23 | 4 | -1
CCN(C[C@H]1N[C@@](Cc2ccccc2)(C(=O)OC)[C@H]2C(=O)N(C)C(=O)[C@@H]12)S(=O)(=O)c1ccc(OC)cc1 | -3 | 0 | -0.1 | · | 0.1 | -5 | 93 | 1 | 6 | 0
c1ccc(NC2=NCCN2CC2CCCCCC2)cc1 | 7 | 1 | -0.7 | -12 | 0.0 | -16 | 101 | -3 | -1 | -3
O=C(NN=C1CCCC1)c1cccc(O)c1 | 16 | 2 | -0.1 | -9 | 0.1 | -29 | 96 | -5 | -6 | 3
CC(C)COc1ccc(C(=O)Nc2ccc([N+](=O)[O-])cc2)cc1 | -7 | 3 | 1.7 | -7 | 0.1 | 4 | 100 | 0 | -2 | -2
CN1CCC(NC(=O)Nc2cccc(C(F)(F)F)c2)CC1 | 9 | 1 | -0.4 | 3 | -0.3 | -5 | 102 | -1 | -1 | 2
CC(NC(=O)c1cccs1)C(c1cccs1)N1CCOCC1 (configuration not stated) | -7 | -1 | -1.7 | · | 0.1 | -11 | 97 | -3 | 10 | 1
COc1ccc(N(C(=O)c2snc(C(N)=O)c2N)C(C(=O)NC2CCCC2)c2ccc(C)o2)c(OC)c1 (configuration not stated) | 1 | 3 | -1.6 | 8 | 0.2 | -3 | 94 | -7 | 4 | -2
CSc1ncccc1C(=O)N1CCCC(C(=O)c2cc(F)ccc2F)C1 (configuration not stated) | 1 | -3 | 2.0 | -1 | -0.2 | -6 | 98 | 1 | -3 | -1
CC(=O)Nc1ccc(OCc2ccc3c(c2)OCO3)cc1 | 3 | -6 | 1.0 | 2 | 0.0 | -9 | 102 | 1 | -3 | -3
CCCOC(=O)c1ccc(NC(=O)C2C3C=CC(O3)C2C(=O)O)cc1 (configuration not stated) | 2 | -9 | -0.5 | 1 | -0.3 | -9 | 104 | -6 | -3 | 2
CC1NC(=S)N(C2CCCCC2)C1=O (configuration not stated) | 2 | 3 | 0.1 | 2 | 1.1 | -11 | 103 | -3 | 1 | 4
N#CC1(NC(=O)COc2ccc3oc4ccccc4c3c2)CCCCC1 | 0 | 8 | -0.9 | 4 | 0.2 | -1 | 96 | 2 | -1 | -2
CCCn1c(=O)n(C)c(=O)c2c(SCC(=O)NC34CC5CC(CC(C5)C3)C4)nc(CC(C)C)nc21 | 2 | 8 | 0.9 | -8 | 1.6 | -11 | 96 | 2 | 14 | -8
O=C(O)c1cc2ncc(-c3[nH]ncc3[N+](=O)[O-])cn2n1 | -1 | 6 | -0.3 | 6 | 0.0 | 4 | 100 | 0 | -2 | 1

(further entries)
Molecule | ABHD5-PLIN5 inh | TLR9-MyD88 inh | MC4R barr agon | Vif imaging | aDG glyco act | NOD2 RIPK2 PPI | ABCB6 inh MLPCN | Exocytosis inh | MC4R antagonist | N-glyco inh
CCOc1ccc2nc(NC(=O)c3cccc(N4C(=O)CCC4=O)c3)sc2c1 | 17 | -2 | 3.0 | 4 | -0.1 | -1 | 79 | -6 | 15 | 2
O=C(NC1CC1)c1ccc(CSCc2ccccc2Cl)o1 | 5 | -2 | -1.1 | 7 | 0.4 | -5 | 94 | -2 | 4 | -1
COc1cccc(CN(C)C(=O)c2ccc(Oc3ccccc3)cc2)c1OC | 4 | -9 | -0.5 | -6 | 0.0 | 8 | 95 | 73* | -4 | 1
Cn1c(=O)c2c(nc(N3CCCCC3)n2CC(O)COc2ccccc2)n(C)c1=O (configuration not stated) | -5 | 9 | -1.0 | -4 | 0.0 | 8 | 102 | -4 | 2 | 0
CC1=CC(C)C2(CO)COC(c3ccc(O)cc3)C1C2C (configuration not stated) | 6 | 2 | 2.5 | 11 | -0.2 | -3 | 305 | -1 | -7 | 1
O=C(Nc1cccc(Cl)c1)c1ccc2c(c1)SC1=NS(=O)(=O)CCN12 | 6 | 3 | -1.6 | -1 | 0.2 | 8 | 96 | 1 | 0 | -6
CC(=O)N1c2ccc(S(=O)(=O)N3CCC(C(=O)Nc4cccc(F)c4)CC3)cc2CC1C (configuration not stated) | 2 | -18 | -2.6 | -4 | 0.4 | 2 | 100 | 0 | 20 | -3
O=C(CS(=O)(=O)c1ccc(F)cc1)NCc1ccccc1 | -5 | -2 | -1.9 | -2 | -0.1 | 2 | 103 | -2 | 5 | -1
CC(=O)N1CCN(Cc2ccc(Br)s2)CC1 | 3 | -8 | 0.0 | -1 | 0.1 | -3 | 100 | 3 | 9 | -1
O=c1[nH]cnc2c1c(-c1ccccc1)cn2-c1ccc(F)cc1 | 21 | -1 | 8.7* | 0 | 0.0 | 5 | 101 | -1 | -2 | 3
O=C1CC(c2ccccc2)CC(O)=C1C=Nc1ccc(O)cc1 (configuration not stated) | -4 | 7 | -3.4 | 6 | 0.7 | -1 | 103 | 1 | -11 | 1

This is a subset. The share of hits here may be higher or lower than overall.
